TEAD-YAP block: TEAD-YAP interaction inhibition; actives 1.4% (n = 640,000); inhibition, % at 9.12 µM; HEK-TIYL cells, TEAD-Gal4/YAP UAS-luciferase luminescence; in the data active = inhibition above about 32%;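 note: 0% = median of test compound wells and 100% = reference inhibitor wells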
GPR151 activ: activates the human receptor GPR151 | Q8TDV0 | PathHunter beta-arrestin GPR151 cells, luminescence | activation, % at 11.2 µM | actives 1% (n = 650,000); in the data active = activation above about 4.9%;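 note: 0% = median of compound wells and 100% = cells with positive control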
MITF inh: blocks human microphthalmia-associated transcription factor | O75030 | AlphaScreen MITF homodimerization, bead proximity signal | inhibition, % at 2.6 µM | actives 0.91% (n = 650,000) | AID 1259374; in the data active = inhibition above about 50%;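 note: 0% = vehicle wells with protein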
FBW7 act: human FBW7 E3 ligase activation, primary screen | Q969H0 | AlphaScreen FBW7–phospho-cyclin E peptide binding, activator screen | normalized activity (activation), % at 26.1 µM | actives 0.13% (n = 650,000) | AID 1259310; in the data active = normalized activity above about 1.9%;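 note: purified mutant Fbw7 with reduced substrate affinity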
Target sequence (Q969H0 whole entry, looked up): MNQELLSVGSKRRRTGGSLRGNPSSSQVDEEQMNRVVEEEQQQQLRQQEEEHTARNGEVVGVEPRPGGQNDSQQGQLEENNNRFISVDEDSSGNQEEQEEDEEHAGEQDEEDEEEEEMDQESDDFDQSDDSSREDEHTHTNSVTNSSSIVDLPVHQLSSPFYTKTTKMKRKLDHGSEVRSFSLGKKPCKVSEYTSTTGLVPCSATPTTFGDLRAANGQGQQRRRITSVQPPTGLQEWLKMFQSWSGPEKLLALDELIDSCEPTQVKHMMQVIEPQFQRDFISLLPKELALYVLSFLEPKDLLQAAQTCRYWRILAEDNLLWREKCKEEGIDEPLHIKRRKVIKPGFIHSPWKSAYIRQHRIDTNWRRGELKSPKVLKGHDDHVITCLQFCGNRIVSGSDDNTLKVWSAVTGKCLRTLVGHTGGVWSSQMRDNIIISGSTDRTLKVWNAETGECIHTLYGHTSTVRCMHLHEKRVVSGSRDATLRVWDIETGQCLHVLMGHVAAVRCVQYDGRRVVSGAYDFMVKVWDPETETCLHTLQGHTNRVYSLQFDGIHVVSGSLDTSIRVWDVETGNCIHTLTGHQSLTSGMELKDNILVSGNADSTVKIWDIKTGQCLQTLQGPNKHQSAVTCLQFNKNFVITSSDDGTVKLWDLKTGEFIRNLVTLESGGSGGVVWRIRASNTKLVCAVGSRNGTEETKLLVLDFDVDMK
* hit, by the source's call; x = not tested or not shown.

cpd	structure	TEAD-YAP block	GPR151 activ	MITF inh	FBW7 act
1	Cc1ccc(CNC(=O)CSc2ccc(-c3ccc(-n4ccnc4)cc3)nn2)cc1	6	1.0	-4	0.5
2	CCOC(=O)C1=C(c2ccccc2)N=c2s/c(=C\c3ccc(OC)cc3OC)c(=O)n2C1c1cccs1 (stereo unspecified)	-12	0.1	-3	-0.2
3	COc1ccc(CCNC(=O)CSc2ncccc2-c2nc3ccccc3[nH]2)cc1OC	-1	-1.4	2	-0.2
4	COC(=O)[C@@H]1CC[C@H](C)[C@@H](c2ccc(C)cc2)N1C(=O)c1ccc(/C=N/O[C@H](C)c2cn([C@@H]3COC[C@H]3O)nn2)cc1	x	7.1*	-2	-0.1
5	CC(C)c1nc2ccccc2n1CC(O)COc1cccc2ccccc12 (stereo unspecified)	-8	-0.5	-12	0.1
6	Cc1ccc(OCC(O)Cn2c(C3CC3)nc3ccccc32)cc1C (stereo unspecified)	-5	-0.1	-12	-0.1
7	COc1cc(OC)cc(C(=O)N2CCC(C(=O)NCC(C)C)CC2)c1	8	-0.6	-15	0.0
8	COc1ccc(-n2c(C)cc(/C=C3/SC(=S)N(CC(=O)O)C3=O)c2C)cc1	4	-0.5	-5	-0.2
9	COc1ccccc1C(=O)Nc1nnc(-c2ccccc2)s1	-49	-0.3	-1	0.1
10	Cc1c(NC(=O)CSc2n[nH]c3nc4ccccc4n23)c(=O)n(-c2ccccc2)n1C	6	-0.2	18	0.0
11	O=C(O)c1cc2c3c(c1)C1C=CCC1C(c1ccccc1F)N3CC1CC=CC21 (stereo unspecified)	-5	0.2	-5	0.1
12	CCOc1cccc2cc(C(=O)NC(C)=O)c(=Nc3ccc(Cl)cc3Cl)oc12	-26	-1.1	8	0.9
13	COc1ccc(-n2nc3c(c2NC(=O)c2cc(Cl)ccc2Cl)CSC3)cc1	15	-0.9	5	0.0
14	COc1cccc(/C=C2/SC(=S)N(CC(=O)Nc3ccc([N+](=O)[O-])cc3O)C2=O)c1	3	0.9	-13	0.1
15	COc1ccccc1N1CCN(C(=O)CCN2C(=O)c3cccc4cccc(c34)C2=O)CC1	-8	-0.3	11	-0.1

cpd	structure	TEAD-YAP block	GPR151 activ	MITF inh	FBW7 act
16	Cc1ccc(N(CCCN2C(=O)c3cccc4cccc(c34)C2=O)C(=O)c2ccc(-c3ccccc3)cc2)cc1	8	0.2	-4	-0.1
17	CCOc1ccccc1NC(=O)Cn1c(C)nc2ccc(NC(=O)c3ccco3)cc2c1=O	-5	1.2	8	0.0
18	Cc1ccc(Cl)cc1N(CC(=O)NCc1cccnc1)S(=O)(=O)c1ccccc1	7	-1.1	13	0.1
19	CCC(Sc1nc2n[nH]c(C)c2c(=N)n1-c1ccccc1Cl)C(=O)N1CCCC1 (stereo unspecified)	-14	-0.5	8	0.0
20	COCCN(Cc1cc2cc(OC)ccc2nc1Cl)C(=O)c1ccccc1	9	0.2	-18	0.0
21	COc1ccc(CC(=O)N2CCN(c3ccc(Nc4ccncc4)nn3)CC2)cc1	5	0.3	-4	-0.2
22	COc1ccc(-c2cnc(N3CCN(c4ccccn4)CC3)nc2)cc1	-14	-0.7	-8	0.0
23	CC(=O)NS(=O)(=O)c1ccc(NC(=O)C(=O)/C=C(\O)c2ccc(F)cc2)cc1	-34	0.8	-11	-0.4
24	CCCCNC(=O)C1CCC(=O)N1Cc1ccc(C)cc1 (stereo unspecified)	-5	0.3	5	0.7
25	CC(=O)CSc1nnc(NC(=O)CCc2ccccc2)s1	1	1.3	0	0.1
26	Cn1c(=NC(=O)/C=C/c2ccc([N+](=O)[O-])s2)sc2cc(S(C)(=O)=O)ccc21	-3	-2.0	-3	0.1
27	CCN1CCN(C(c2ccc(C)cc2)c2nnnn2Cc2ccco2)CC1 (stereo unspecified)	4	-1.1	14	0.0
28	NC(=O)c1c(NC(=O)Nc2ccc(Cl)cc2)sc2c1CCC2	-4	-1.3	11	-0.1
29	COC(=O)Cc1ccc(NC(=S)N2CCN(c3ncccn3)CC2)cc1	6	0.6	5	0.0
30	COc1cc(OC)cc(C(=O)Nc2cc(C(=O)N3CCCCC3C)ccc2N2CC3CC(C2)c2cccc(=O)n2C3)c1 (stereo unspecified)	-2	0.4	-6	0.0

Along the list, from the results shown:
FBW7 act, entries 24–30 → 0.7, 0.1, 0.1, 0.0, -0.1, 0.0, 0.0
MITF inh, entries 24–30 → 5, 0, -3, 14, 11, 5, -6
GPR151 activ, entries 24–30 → 0.3, 1.3, -2.0, -1.1, -1.3, 0.6, 0.4

Further results.
cpd	structure	TEAD-YAP block	GPR151 activ	MITF inh	FBW7 act
31	COc1ccc(NC(=O)C2(S(=O)(=O)c3ccc(Cl)cc3)CC2)cc1	11	0.3	6	0.2
32	Cc1ccc(S(=O)(=O)NN2C(=O)c3ccccc3NC2(C)C)cc1	15	0.8	5	0.2
33	Cc1ccc(Cl)cc1NC(=O)C(C)n1nc(C)c([N+](=O)[O-])c1C (stereo unspecified)	-3	1.0	0	-0.2
34	N#C/C(=C\c1c(-c2ccccc2)[nH]c2ccccc12)C(N)=O	-2	-0.4	5	0.0
35	COc1cccc(NC(=O)CSc2nc3ccsc3c(=O)n2-c2ccc(Br)cc2)c1	-1	1.2	1	-0.1
36	Cc1ccc(N2CC(C(=O)N3CCCc4ccccc43)CC2=O)cc1 (stereo unspecified)	1	-1.2	-9	0.1
37	CCN(CC)S(=O)(=O)c1ccc(-c2nnc(SCC(=O)c3ccc(C)cc3)o2)cc1	6	0.5	12	0.0
38	COc1ccc(-c2cc(C(F)(F)F)n3nc(C(=O)Nc4cc(Cl)ccc4C)cc3n2)cc1OC	8	1.0	-4	-0.2
39	Cc1cccc(-c2nc3c(cnn3-c3ccccc3)c(=O)n2-c2ccc(Br)cc2)c1	-30	-0.9	28	0.3
40	O=C(NCCc1ccccc1)C(=O)NCC1OCCc2ccccc21 (stereo unspecified)	-2	-0.4	3	-0.1
41	Nc1ccc(-c2ccc(C(=O)O)s2)cn1	-14	-2.2	3	0.0
42	C/C(N)=C(/C#N)C(=O)COC(=O)C(NS(=O)(=O)c1ccc(Cl)cc1)C(C)O (stereo unspecified)	4	1.8	-3	0.0
43	O=[N+]([O-])c1cccnc1N1CCC(c2cc(-c3ccco3)n[nH]2)CC1	8	2.5	3	-0.1
44	O=S(=O)(c1ccc(-c2cccs2)cc1)C1CCN(c2ncnc3nc[nH]c23)CC1	1	-0.2	-1	0.0
45	Cc1ccc(NC(=O)COC(=O)CN2C(=O)NC3(CCc4ccccc43)C2=O)cc1F (stereo unspecified)	-3	3.4	-4	0.0

Grouped by structure: the entries above with a cyano group
cpd	structure	TEAD-YAP block	GPR151 activ	MITF inh	FBW7 act
34	N#C/C(=C\c1c(-c2ccccc2)[nH]c2ccccc12)C(N)=O	-2	-0.4	5	0.0
42	C/C(N)=C(/C#N)C(=O)COC(=O)C(NS(=O)(=O)c1ccc(Cl)cc1)C(C)O (stereo unspecified)	4	1.8	-3	0.0

Single values from the entries so far.
For GPR151 activ, cpd 36 shows -1.2
For FBW7 act, cpd 42 shows 0.0
For GPR151 activ, cpd 34 shows -0.4
For FBW7 act, cpd 32 shows 0.2
For TEAD-YAP block, cpd 38 shows 8

Next section:
cpd	structure	TEAD-YAP block	GPR151 activ	MITF inh	FBW7 act
46	CCOC(=O)NC(=O)CSc1nc(C)cc(C(F)(F)F)c1C#N	-7	-0.2	4	0.3
47	Cc1nc2sc(C(=O)N(C)c3ccccc3)c(N)c2c(C)c1C	-8	-1.1	-7	0.6
48	CC(=O)N1N=C(c2ccccc2)CC1c1cc2cc3c(cc2nc1Cl)OCCO3 (stereo unspecified)	4	-0.9	1	-0.2
49	N=c1c2c3c(sc2ncn1CCCn1ccnc1)CCCCC3	5	1.2	-3	-0.5
50	CCn1c(SCC(=O)Nc2nc(C)cs2)nnc1C(C)NC(=O)c1ccccc1 (stereo unspecified)	14	1.4	8	0.0
51	COC(=O)c1c(NC(=S)NCCn2cc(Br)cn2)sc2c1CCC2	-4	-0.2	13	-0.1
52	Cc1[nH]c2c(NC(=O)C3CC3)cccc2c1C	1	1.3	2	0.0
53	O=C(N1CCOCC1)N1CCN(C(=O)N2CCOCC2)CC1	14	-1.1	2	0.0
54	O=C(NCC(c1ccco1)N1CCOCC1)c1ccc(F)c(F)c1 (stereo unspecified)	-8	-0.3	-13	-0.1
55	Cc1ccc(S(=O)(=O)N2CCCC(C(=O)NCCCO)C2)cc1 (stereo unspecified)	6	-0.1	9	0.0
56	O=C(NCc1ccccc1)c1cc2cc(Cl)cc(Cl)c2oc1=O	10	-1.9	14	0.5
57	CN(C)c1nc(N(C)C)nc(N2CC(=O)N(CCBr)C2=O)n1	9	0.0	-5	-0.2
58	Cc1nn(CC(=O)N2CCCCC2)c(=O)c2cc3occc3n12	-2	0.6	0	-0.1
59	Cc1cc(F)ccc1S(=O)(=O)N1CCCOC1CNC(=O)C(=O)NC1CCCCC1 (stereo unspecified)	-17	-0.6	-4	-0.1
60	C=CCOCC(O)Cn1c(NC2CCCCC2)nc2c1c(=O)n(C)c(=O)n2C (stereo unspecified)	0	-1.4	2	-0.1

#61 NC(=O)C1CCN(Cn2c(COc3ccc(Cl)cc3)nc3ccccc32)CC1
#62 CC(C)n1cnc2c(NCCCN3CCCC3=O)nc(Nc3ccc(N4CCOCC4)cc3)nc21
#63 COC(=O)c1ccc(C(=O)Nc2nc3c(ccc4ccccc43)s2)cc1
#64 COc1ccccc1CC(=O)N1CCCC(c2nc3sc(C)c(C)c3c(=O)[nH]2)C1 (stereo unspecified)
#65 CSc1cccc(NC(=O)CSc2ncn(-c3ccccc3)n2)c1
#66 COc1cc(/C=C2/SC(=Nc3ccccc3)NC2=O)ccc1OC(=O)c1ccccc1
#67 NC(=O)c1oc2ccccc2c1NC(=O)c1ccc(Oc2ccccc2)cc1
#68 Cc1ccc(CN2CCCC(c3ccnc(SCCN4CCCC4)n3)C2)o1 (stereo unspecified)

compound no.,61,62,63,64,65,66,67,68
TEAD-YAP block,-75,-1,-4,-4,14,-5,3,-9
GPR151 activ,-2.7,1.3,-2.2,-1.8,-1.0,0.7,2.5,2.0
MITF inh,12,0,1,1,3,14,16,-18
FBW7 act,0.0,0.0,0.4,-0.2,-0.2,0.1,0.2,0.0

Retrieved one by one from the entries so far (2):
#67 NC(=O)c1oc2ccccc2c1NC(=O)c1ccc(Oc2ccccc2)cc1
#63 COC(=O)c1ccc(C(=O)Nc2nc3c(ccc4ccccc43)s2)cc1

compound no.,67,63
TEAD-YAP block,3,-4
GPR151 activ,2.5,-2.2
MITF inh,16,1
FBW7 act,0.2,0.4

Additional compounds follow.
#69 CON(C)S(=O)(=O)c1ccc(N)cc1
#70 CCC(=O)c1cn(CC(N)=O)c2ccccc12
#71 CCCCCOC(=O)C1=C(C)NC2=C(C(=O)CC(C)(C)C2)C1c1ccccc1OCCC (stereo unspecified)
#72 O=C(Nc1ccc(-c2nc3ccccc3s2)cc1)c1ccc(-c2ccc(Cl)cc2)o1
#73 CC(=O)Nc1scc(-c2ccccc2)c1C(=O)O
#74 O=C(c1cccs1)N1C(=O)c2cccc3cccc1c23
#75 Cc1ccc(S(=O)(=O)N(NC2=NS(=O)(=O)c3ccccc32)C(=O)CCc2ccccc2)cc1
#76 Cn1c2ccc(Br)cc2c2nnc(SCC(=O)NCc3ccco3)nc21

compound no.,69,70,71,72,73,74,75,76
TEAD-YAP block,0,12,2,-31,9,1,1,-3
GPR151 activ,0.6,-0.2,0.3,-0.4,1.3,-0.6,2.1,0.3
MITF inh,2,6,9,8,3,-9,-1,-6
FBW7 act,-0.1,0.2,0.1,0.4,0.0,-0.1,-0.1,-0.1

#77 Cc1cc2nc(-c3cccnc3Cl)[nH]c2cc1C
#78 CCN(C(=O)CN1C(=O)NC2(CCCCC2C)C1=O)C1CCS(=O)(=O)C1 (stereo unspecified)
#79 COc1cccc(-c2csc3nnc(SCC(=O)NCc4cccs4)n23)c1
#80 Cc1ccc(NC(=S)NC(CO)C(O)c2ccc([N+](=O)[O-])cc2)cc1 (stereo unspecified)
#81 Cc1ccc(-c2csc(=Nc3ccccc3)n2CCc2ccccc2)cc1C
#82 O=C(NCCCCCCNC(=O)OC1CCS(=O)(=O)C1)OC1CCS(=O)(=O)C1 (stereo unspecified)
#83 Fc1cccc(CN2CCc3nnc(C4CCCO4)n3CC2)c1 (stereo unspecified)
#84 COc1ccc(C2CC(C)=NN2C=O)cc1OC (stereo unspecified)
#85 C=CCn1c2ccc(Br)cc2c2cc(Br)ccc21
#86 Cc1ccc(F)cc1N1C(=O)CSC1c1ccc(Br)cc1 (stereo unspecified)

compound no.,77,78,79,80,81,82,83,84,85,86
TEAD-YAP block,21,-2,6,3,-7,5,-8,5,2,-5
GPR151 activ,-11,0.0,-0.3,0.0,-1.3,0.6,-0.4,-0.5,0.2,0.0
MITF inh,23,-8,6,10,-1,18,-2,8,-13,3
FBW7 act,0.5,0.0,-0.1,0.1,-0.1,0.4,-0.2,-0.1,0.0,-0.1

Screens as filed in PubChem BioAssay.

Hits appear at their usual frequency; any-hit rate near 3.4%.
